Integrin act MD = qHTS for Activators of Integrin-Mediated Alleviation for Muscular Dystrophy. alpha7betagal myoblasts, beta-gal FDG fluorescence, 48 h. Potency, µM (titrated, usually from 38.3 µM), without a hit: top-dose activation, hits mostly activators. 350,000 tested, 0.064% active;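 further: potency means the concentration at half of the fitted maximal effect; 100% = response of the positive control SU9516; nearly all actives have a fitted effect of over 60% in size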
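alpha7betagal+/- myoblasts (passage 13, 250/well) treated 48 h at 37C with compounds at 1:260 dilution of DMSO stock. Lysed, then beta-galactosidase activity read as FDG fluorescence (ex 480/em 540) after 30 min, with pre-read for autofluorescence.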
BRCA1 expr up = qHTS Assay to Identify Small Molecule Activators of BRCA1 Expression | AID 624202, 2012 | 380,000 tested, 1.1% active | MCF7-BRCA1-FFLuc reporter, luminescence, 48 h; response scale: scaled: vehicle 0%, 10 µM genistein 100% | Potency, µM (series often up to 46.1 µM), without a hit: at the highest dose activation, most hits filed as activators; further: potency means the concentration at half of the fitted maximal effect; nearly all actives have a fitted effect of over 80% in size; some results filed as inactive show a strong effect at the top dose
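Cells: MCF7-BRCA1-FFLuc, 2000/well. Exposure: 48 h, 37 °C, 5% CO2. Read: luminescence, 15 min post-substrate. Controls: genistein 10 microM (maximal activation), DMSO (neutral).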
ELG1 genotox = qHTS screen for small molecules that induce genotoxicity in human embryonic kidney (HEK293T) cells expressing luciferase-tagged ELG1; HEK293T ELG1-luciferase reporter, luminescence, 16 h; Potency, µM (series often up to 46 µM), inactives show top-dose activity change, positive = activation, hits mostly activators; 330,000 tested, 1.3% active; AID 504466, 2011; further: potency means the concentration at half of the fitted maximal effect; % of control where 0% means no effect; nearly all actives have a fitted effect of over 60% in size
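HEK293T cells expressing luciferase-tagged ELG1 were treated with compound or DMSO for 16 hr at 37°C. Luciferase activity was then read after 30 min with ONE-Glo at room temperature; rising signal flags genetic stress.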
p53 reactivator = qHTS assay for re-activators of p53 using a Luc reporter; H1299 p53-A138V BP100-luciferase reporter, luminescence, 24 h; Potency, µM (titrated, usually from 92.2 µM), for the others: at the top dose activity change, positive = activation, actives largely listed as activators; 320,000 tested, 0.063% active; further: potency means the concentration at half of the fitted maximal effect; % of control where 0% means no effect; nearly all actives have a fitted effect of over 45% in size
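H1299 (p53-null), stable ts p53-A138V + BP100-Luc; 1000 cells/well, Opti-MEM/10% FBS; cpd 4 pt, 1:5; 24 h, 37 deg C, 5% CO2; detection reagent 10 min RT; luminescence.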
USP2a inh = qHTS Assay for Inhibitors of Ubiquitin-specific Protease USP2a Using CHOP2 as the Reporter; USP2 core, Ub-CHOP2 coupled fluorogenic reporter, 485/531; AID 463254, 2010; Ubiquitin carboxyl-terminal hydrolase 2 (Homo sapiens), O75604; 330,000 tested, 0.01% active; Potency, µM (titrated, usually from 38.3 µM), for the others: at the top dose activity change, negative = inhibition, hits mostly inhibitors;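 further: potency means the concentration at half of the fitted maximal effect; plate controls were DMSO wells for no effect and full inhibition by NEM control for full effect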
Target sequence (O75604 whole entry, looked up): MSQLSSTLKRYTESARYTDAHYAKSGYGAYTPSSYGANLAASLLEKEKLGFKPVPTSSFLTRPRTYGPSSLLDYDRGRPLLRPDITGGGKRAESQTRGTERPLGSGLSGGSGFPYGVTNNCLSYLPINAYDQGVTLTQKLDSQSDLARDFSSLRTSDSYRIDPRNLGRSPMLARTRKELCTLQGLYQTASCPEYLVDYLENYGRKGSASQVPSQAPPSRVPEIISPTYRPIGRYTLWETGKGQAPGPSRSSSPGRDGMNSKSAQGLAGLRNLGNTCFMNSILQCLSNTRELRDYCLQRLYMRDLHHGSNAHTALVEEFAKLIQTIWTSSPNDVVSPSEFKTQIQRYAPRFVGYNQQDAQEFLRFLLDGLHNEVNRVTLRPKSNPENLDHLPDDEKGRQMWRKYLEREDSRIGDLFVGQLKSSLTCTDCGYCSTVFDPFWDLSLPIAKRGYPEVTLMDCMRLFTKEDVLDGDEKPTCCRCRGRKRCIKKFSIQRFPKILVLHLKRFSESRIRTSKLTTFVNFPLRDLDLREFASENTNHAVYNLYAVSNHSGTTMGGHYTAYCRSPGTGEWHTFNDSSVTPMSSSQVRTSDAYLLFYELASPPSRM
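USP2 core (10nM final) preincubated 30min RT with compound in 20mM Tris-HCl pH 8.0, 2mM CaCl2, 2mM beta-mercaptoethanol, 0.05% CHAPS; 25nM Ub-CHOP2 plus 25nM reporter substrate added, fluorescence (Ex485/Em531) read after 60min.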
uPA generation = qHTS for Inhibitors of Cell Surface uPA Generation. cell surface uPA generation assay, qHTS. Potency, µM (highest dose often 38.3 µM), for inactives: at the top dose activity change, negative = inhibition, most hits filed as inhibitors. AID 540303, 2011. 330,000 tested, 0.31% active; active means well fitted inhibition curve with a large enough effect; inconclusive means small, poorly fitted or top-dose-only effect; inactive means no such curve, though single readings can be large or run the other way; tested in mouse RAW 264.7 cells; further: potency means the concentration at half of the fitted maximal effect; on the % scale 0 is the no-effect control and ±100 the full control effect; nearly all actives have a fitted effect of over 55% in size
TSG101-PTAP inh = qHTS Assay for Iinhibitors of HIV-1 Budding by Blocking the Interaction of PTAP/TSG101; Fluorescence polarization, FITC-PTAP peptide / Tsg101 binding; AID 493005, 2010; 340,000 tested, under 10 active; Tumor susceptibility gene 101 protein (Homo sapiens), Q99816; Potency, µM (series often up to 115 µM), inactives show at the top dose activity change, negative = inhibition, hits mostly inhibitors; active means well fitted inhibition curve with a large enough effect in the main read-out, with a control signal flat, not every such curve was filed as active; inconclusive means small, poorly fitted or top-dose-only effect, or effect the other way, or a change in a side signal; inactive means no such curve, though single readings can be large or run the other way; further: potency means the concentration at half of the fitted maximal effect; % of control where 0% means no effect
Target sequence (Q99816 whole entry, looked up): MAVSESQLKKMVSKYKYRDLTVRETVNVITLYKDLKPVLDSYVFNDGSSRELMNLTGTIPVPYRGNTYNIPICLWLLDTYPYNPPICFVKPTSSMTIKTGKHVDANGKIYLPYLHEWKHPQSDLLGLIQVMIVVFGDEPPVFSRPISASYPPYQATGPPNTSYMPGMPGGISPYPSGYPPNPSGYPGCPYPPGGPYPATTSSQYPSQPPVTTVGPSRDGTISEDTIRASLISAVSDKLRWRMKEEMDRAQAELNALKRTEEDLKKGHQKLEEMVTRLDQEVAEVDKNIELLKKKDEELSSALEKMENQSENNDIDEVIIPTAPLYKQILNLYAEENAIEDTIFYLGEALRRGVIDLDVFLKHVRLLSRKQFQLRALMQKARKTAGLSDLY
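Fluorescence anisotropy tracks displacement of a FITC-tagged PTAP peptide (50 nM) from the Tsg101 binding domain (10 uM), following a 20 min room-temperature incubation at pH 7.5.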
B2AR arrestin = qHTS assay of beta-arrestin-biased ligands of beta2-adrenergic receptor; Beta-2 adrenergic receptor (Homo sapiens), P07550; beta-arrestin recruitment to beta2AR, cell-based reporter; Potency, µM (highest dose often 46.1 µM), for inactives: top-dose activation, usual class: activators; 330,000 tested, 0.02% active;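 further: potency means the concentration at half of the fitted maximal effect; 0% = DMSO controls and full agonism = EC100 isoproterenol or metaproterenol; nearly all actives have a fitted effect of over 65% in size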
S-ASM inh = Inhibitors of Secretory Acid Sphingomyelinase (S-ASM): qHTS; placental ASM, HMU-PC fluorogenic substrate, 60 min; Potency, µM (titrated, usually from 57.5 µM), for inactives: at the highest dose activity change, negative = inhibition, hits mostly inhibitors; 340,000 tested, 0.006% active; AID 504937, 2011; further: potency means the concentration at half of the fitted maximal effect
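Steps: dispense placental human ASM, pin compound, wait 10 min at room temperature, add HMU-PC0 substrate at 9 uM final, incubate 60 min at 37 °C, add stop solution raising pH to 10, read fluorescence.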
Eya2 inh = qHTS Assay for Inhibitors of the Phosphatase Activity of Eya2; Potency, µM (series often up to 76.9 µM), for inactives: at the top dose activity, negative = inhibition, most hits filed as inhibitors; recombinant Eya2, OMFP fluorescence dephosphorylation (OMFP is methylfluorescein phosphate); 330,000 tested, 0.006% active; Protein phosphatase EYA2 (Homo sapiens), O00167; further: potency means the concentration at half of the fitted maximal effect; on the % scale 0 is the no-effect control and ±100 the full control effect
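Eya2 protein (added as 0.2 uM solution) was preincubated with compound for 10 min at ambient temperature in 50 mM HEPES pH 7.5, 50 mM NaCl, 5 uM MgCl2, 0.05% BSA, 1 mM DTT. OMFP (added at 50 uM) then reacted 10 min; fluorescence read at 485/525 nm.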
TRPV1 ag = HTS Assay for Compounds that Act as Agonists of the Vanilloid Receptor 1. Transient receptor potential cation channel subfamily V member 1 (Homo sapiens), Q8NER1. 320,000 tested, 0.19% active. AID 540275, 2011. TRPV1-expressing cells, Fluo-8 calcium influx, agonist mode. activation, % at 8.33 µM; in the data active means activation above about 80%; inconclusive means between about 30% and that limit; further: 0% is about no effect
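TRPV1-expressing cells were cultured overnight at 35.5C and loaded with Fluo-8 calcium dye for 40 to 90 min at room temperature. After a 10 s baseline, compound was added and calcium influx was read kinetically for 3 min (ex 480/em 520 nm).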
Starred values were filed as active, the others as inactive; u = inconclusive; x = not tested or not shown; [ ] = dose if it differs, or a comment. Unless noted, the call rests on the fitted dose curve; in most records, active means well fitted curve in the direction sought with a large enough effect; inconclusive means small, poorly fitted or top-dose-only effect, or another doubt; inactive means no such curve, though single readings can be large; an effect the other way counts as inactive or inconclusive.

SMILES	Integrin act MD	BRCA1 expr up	ELG1 genotox	p53 reactivator	USP2a inh	uPA generation	TSG101-PTAP inh	B2AR arrestin	S-ASM inh	Eya2 inh	TRPV1 ag
COC(=O)c1ccc(/C=N/OCC(=O)NCCc2ccc(OC)c(OC)c2)cc1	-14.7%	0.1%	-10.6%	2.9%	1.8%	-5.6%	-2.4%	0.2%	-2.7%	-2.1%	-3.0
CC1=C(C(=O)OCc2ccccc2)C(c2ccccc2)NC(=O)N1 (stereo not given)	39.5%	0.3%	-0.3%	x	0.5%	10.9%	-10.6%	-0.1%	0.5%	-3.6%	1.6
Cc1ccc2nc(-c3ccc(NC(=O)C(C)N4C(=O)c5ccccc5C4=O)cc3)sc2c1 (stereo not given)	13.7%	u	u	u	0.4%	-2.8%	u	-0.1%	-6.4%	7.7%	2.3
COc1ccc(NC(=O)CSc2nnnn2C2CCCC2)c(OC)c1	u	7.8%	-0.6%	-5.6%	-4.8%	11.1%	0.1%	-0.2%	-1.7%	2.2%	4.4
COc1cc(/C=N/NC(=O)c2ccccn2)ccc1OC(=O)c1ccccc1Br	-49.3%[inhibitor]	32.9%	-4.6%	-9.1%	-1.8%	-3.3%	-0.1%	1.1%	-11.3%	-2.5%	9.7
Cc1nc(=O)c(-c2ccccc2)c(C)n1Cc1ccccc1	22.3%	-1.6%	0.7%	1.6%	1.7%	3.5%	-6.0%	0.1%	-0.9%	7.4%	-3.4
COc1cccc(C(=O)C2CCCN(Cc3cn(C)nc3-c3ccccc3)C2)c1 (stereo not given)	-12.3%	-23.8%	-2.1%	-4.3%	2.2%	-3.2%	-1.3%	-0.1%	-1.7%	-5.2%	0.5
CN(C)N=C1c2cc(S(=O)(=O)N3CCOCC3)ccc2-c2ccc(S(=O)(=O)N3CCOCC3)cc21	24.2%	-26.9%	-2.2%	-3.2%	0.0%	1.5%	0.1%	-0.1%	-19.3%	11.4%	2.2
O=C(NN1C(=O)c2ccccc2NC1c1ccccc1OCc1ccccc1)c1ccncc1 (stereo not given)	1.9%	3.6%	10.4%	-3.5%	-0.9%	2.1%	-4.1%	0.0%	-0.5%	-5.7%	22.4
COc1ccc2ccc3cccc[n+]3c2c1	-10.0%	-7.0%	x	x	x	10.8%	-3.0%	x	x	x	x
O=C(Nc1ccccc1)c1cnc[nH]1	1.6%	87.5%	u	u	0.0%	1.0%	-2.3%	0.4%	0.3%	13.0%	-1.7
NC(=O)CC(NC(=O)Cc1ccc(Br)cc1)c1ccc(N2CCC(Cc3ccccc3)CC2)c([N+](=O)[O-])c1 (stereo not given)	21.3%	-50.5%	9.5%	-10.4%	u	-21.1%	-7.9%	-0.3%	-11.5%	-6.2%	-0.4
C/C=C(\C)C(=O)O[C@H](c1cc2ccc(=O)oc2cc1OC)[C@@H](O)C(C)(C)O	14.6%	13.2%	4.3%	-10.6%	0.4%	21.6%	x	0.0%	10.1%	-17.6%	-1.3
CCCc1nn(-c2ccccc2)c2c1C(c1cccs1)C(C#N)=C(N)O2 (stereo not given)	-11.5%	-3.3%	0.4%	2.9%	0.8%	-1.8%	0.3%	0.2%	-0.5%	14.2%	7.3
CCOc1ccccc1NS(=O)(=O)c1cc2c3c(c1)C(C)C(=O)N3CCC2 (stereo not given)	7.7%	-3.2%	-1.3%	1.8%	4.4%	-0.3%	-1.8%	0.5%	0.9%	-3.1%	1.9
O=C(CNC(=O)c1ccccc1F)NC1=NCCS1	5.2%	2.2%	7.0%	6.5%	0.3%	10.5%	-4.2%	-0.6%	3.0%	-12.6%	-0.2
COc1ccc(C(=O)Nc2ccc3c(c2)nc(CN2CCCC2)n3C)cc1	u	24.5%	-6.4%	-1.0%	2.2%	-4.5%	-0.2%	0.1%	2.5%	-18.1%	1.7
O=C(c1cccs1)[C@@H]1[C@@H]2C(=O)N(Cc3ccc4c(c3)OCO4)C(=O)[C@@H]2C2c3ccccc3C=CN21 (stereo not given in full)	x	x	0.6%	3.0%	5.0%	x	x	3.4%	x	-7.7%	14.0
O=C(c1cccc2ccccc12)C1CCCN(C(=O)CCc2cnccn2)C1 (stereo not given)	-7.5%	-0.8%	-8.6%	-1.2%	5.4%	-0.1%	-2.0%	-1.3%	-3.1%	-6.9%	2.9
Cc1ccc2[nH]c(=O)c(CN(CC3CCCO3)S(=O)(=O)c3cccc4nsnc34)cc2c1 (stereo not given)	-15.4%	-15.9%	-9.5%	-8.4%	-0.7%	x	-5.8%	-0.1%	-5.3%	-9.7%	-0.9
O=C(CCC1CCCC1)Nc1cc(Cl)ccc1N1CCOCC1	28.0%	-12.6%	-1.3%	1.5%	5.1%	21.0%	-6.1%	-3.1%	-12.0%	-2.9%	21.1
O=C(COc1ccccc1)N=C1SC2CS(=O)(=O)CC2N1Cc1ccccc1 (stereo not given)	-4.2%	4.2%	-0.3%	-0.3%	1.3%	-3.4%	-0.1%	-0.5%	-0.3%	-4.4%	16.6
O=C(CN1C(=O)NC2(CCCC2)C1=O)OCc1ccc(F)cc1	17.0%	-14.9%	-0.4%	-2.0%	0.6%	-4.1%	-8.9%	-0.2%	4.3%	-1.8%	2.9
CC(OC(=O)c1cccnc1Cl)C(=O)NCc1ccccc1 (stereo not given)	-3.1%	26.6%	2.8%	4.8%	0.1%	-3.9%	-8.1%	-1.0%	0.5%	-16.2%	-0.2
CCOC(=O)C(Oc1ccc2c(-c3ccccc3)cc(=O)oc2c1C)c1ccccc1 (stereo not given)	-22.0%	-6.3%	-2.0%	-8.3%	0.2%	6.6%	-1.1%	-1.3%	-1.1%	-1.7%	-5.1
Next part.
SMILES	Integrin act MD	BRCA1 expr up	ELG1 genotox	p53 reactivator	USP2a inh	uPA generation	TSG101-PTAP inh	B2AR arrestin	S-ASM inh	Eya2 inh	TRPV1 ag
COC(=O)C1=CNC=C(C(=O)OC)C1c1cccc2ccccc12	30.5%	-28.2%	-8.3%	1.0%	-2.1%	10.8%	-2.8%	0.2%	410.7%[activator]	0.1%	4.4
CCc1ccc(NC(=O)CSc2nc(NS(=O)(=O)c3ccccc3)cc(=O)[nH]2)cc1	5.7%	-65.5%	4.8%	-1.9%	-1.3%	-0.3%	-0.2%	-0.3%	-2.2%	-7.4%	1.3
Oc1ccc(O)c(/C(=N/Nc2ccccc2)c2ccccc2)c1	x	x	1.3%	22.0%	-0.8%	x	x	0.2%	x	0.7%	3.5
C=CCNC(=O)c1ccccc1NS(=O)(=O)c1ccc(SC)cc1	1.1%	11.3%	-4.3%	-7.1%	-2.9%	-5.4%	-5.4%	-0.3%	2.4%	-2.1%	-3.0
C=C(C)CSc1nc(C)c(Cc2ccccc2)c(=O)[nH]1	-3.5%	0.3%	-10.1%	-8.2%	-0.4%	2.1%	-5.4%	-0.4%	0.2%	3.7%	9.0
c1ccc(Cc2nc(-c3ccccn3)no2)cc1	18.4%	5.01µM*	u	29.0%	1.7%	-16.8%	-7.6%	-1.0%	4.7%	-3.3%	-1.4
Cc1ccc(C)c(Nc2nc3c(S(=O)(=O)c4ccccc4)nnn3c3ccccc23)c1	7.5%	-22.2%	6.7%	3.4%	1.3%	7.3%	0.1%	-0.2%	17.3%	4.0%	0.6
Cn1cnc2nc[nH]c2c1=S	0.0%	-6.0%	x	x	x	-1.1%	-4.0%	x	4.5%	x	x
CCCCOc1ccc(C(=O)NCC(=O)NCC(=O)OCC)cc1	-16.6%	-24.7%	3.9%	6.9%	-6.6%	-5.3%	3.0%	-0.7%	0.0%	-12.9%	-2.5
COc1ccc(OC)c(C2CC(=O)OC3=C2C(=O)CC(C)(C)C3)c1 (stereo not given)	u	-22.1%	-0.2%	1.7%	-7.9%	-2.6%	-0.1%	0.0%	6.0%	-2.4%	1.8

Source: PubChem (National Center for Advancing Translational Sciences (NCATS))
